G6PDH CS = inhibits Leuconostoc G6PDH, flagging false hits in G6PDH-based assays; inhibition, % at 5 µM; AID 1020; actives 0.12% (n = 200,000); Purified L. mesenteroides G6PDH, diaphorase/resazurin coupled fluorescence, 45 min
RAM network inh = inhibitors of the yeast RAM network | S. cerevisiae dse1pr::URA3 reporter, 5-FOA growth OD615, 2 d; analog-sensitive cbk1-as2 kinase mutant strain | actives 1.8% (n = 190,000) | inhibition, % at 50 µM;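 active = inhibition above a set limit, 3 SD over mean compound inhibition, cut at about 8.4% in these data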;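 also: 0% = DMSO-only wells with no growth and 100% = 10 µM 1-NA-PP1 full growth; inhibition rescues growth on 5-FOA so higher OD means more RAM inhibition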
TLR4 MyD88 comp = blocks binding of human TLR4 to MyD88; O00206+Q99836; HeLa CL3-4 TLR4/MyD88 BLA complementation, FRET ratio; inhibition, % at 8.4 µM; actives 0.18% (n = 200,000); AID 861; in the data active = inhibition above about 25%;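 also: 0% = vehicle and 100% = reference inhibitor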
Diaphorase inh = counter-screen for diaphorase-based assays: diaphorase inhibitors and chemical oxidizers; diaphorase resazurin-to-resorufin fluorescence, NADH, 16 min; bacterial (C. kluyveri) enzyme, not human; inhibition, % at 20 µM; actives 0.69% (n = 190,000); AID 1217;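 active = primary screen inhibition at 20 µM above a set limit, cut at about 50% in these data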;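 also: plate controls were DMSO with full reaction for no effect and wells lacking NADH for full effect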
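Assay system: diaphorase enzyme from Clostridium kluyveri. Quantity: enzyme working solution with 0.14 U/mL diaphorase. Schedule: reaction incubation of 16 min at room temperature. Technique: resorufin fluorescence, excitation 544 nm, emission 590 nm. Controls: No-NADH positive control and DMSO neutral control.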
Hsp70 activator = Hsp70 transcriptional activation, primary screen; HeLa Hsp70 promoter luciferase reporter, luminescence; scaled: vehicle 0, proteasome-inhibitor control 100%; activation, % at 10 µM; actives 0.04% (n = 200,000); AID 1203;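 active = activation above the mean across all tested compounds plus 3 SD, cutoff set per campaign, cut at about 5.5% in these data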;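 also: 100% = MG132 at 30 µM as the positive control and 0% = DMSO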
PMI activator = activators of human phosphomannose isomerase; P34949; purified human PMI, coupled resazurin fluorescence, 20 min; stronger effect = higher value; 1 = vehicle control, 0 substrate-free wells; activation factor at 20 µM; actives 0.005% (n = 190,000); AID 1214;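 active = activation factor of 2 or more at 20 µM, relative to plate controls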
Target sequence (P34949 whole entry, looked up): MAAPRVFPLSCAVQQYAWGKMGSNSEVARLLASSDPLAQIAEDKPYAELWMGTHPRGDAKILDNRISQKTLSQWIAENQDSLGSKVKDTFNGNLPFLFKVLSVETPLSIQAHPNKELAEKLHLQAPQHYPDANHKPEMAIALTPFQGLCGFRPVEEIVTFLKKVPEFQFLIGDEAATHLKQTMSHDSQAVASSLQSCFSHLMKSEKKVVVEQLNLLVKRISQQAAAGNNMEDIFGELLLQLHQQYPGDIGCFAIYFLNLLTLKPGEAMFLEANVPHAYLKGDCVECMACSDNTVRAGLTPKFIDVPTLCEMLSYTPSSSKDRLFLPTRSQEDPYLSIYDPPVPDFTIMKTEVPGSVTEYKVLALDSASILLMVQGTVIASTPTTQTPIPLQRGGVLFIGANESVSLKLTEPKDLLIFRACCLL
DTT redox prof = compounds producing H2O2 with reducing agent – biochemical, NIH compound library profiling, artefact control for MLSCN library redox annotation, primary screen. DTT-dependent redox cycling H2O2, phenol red/HRP absorbance; 100% = 100 µM peroxide control, 0% = buffer. activation, % at 10 µM. actives 0.03% (n = 200,000);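 active = activation of at least 50% relative to the plate's high and low controls in the primary single-dose screen; inactive = activation below 50%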;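 also: compound incubated with DTT at 0.8 mM final as the reducing agent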
PMI act satM6P = activators of human phosphomannose isomerase at near-saturating mannose 6-phosphate. coupled PMI enzyme assay, resazurin fluorescence, 20 min; stronger effect = higher value; 1 = untreated enzyme, 0 = substrate-free blank. activation factor at 20 µM. actives 0.34% (n = 190,000). AID 1216;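 active = activation factor of 2 or more at 20 µM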
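assay system = human phosphomannose isomerase with PGI, G6PDH, diaphorase coupling enzymes | quantity = 15 ng/mL PMI | incubation = enzyme reaction with compound 20 min at room temperature | medium = HEPES pH 7.4 buffer with MgCl2 and Tween-20 | compound dosing = one concentration, 20 µM, in 1% DMSO | measured by = Diaphorase-driven resazurin-to-resorufin fluorescence, excitation 544, emission 590 nm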
S1P3 antagonist = S1P3 (human) receptor antagonism; Q99500; CHO S1P3 NFAT-BLA reporter, FRET fluorescence, antagonist mode; inhibition, % at 4.98 µM; actives 0.27% (n = 170,000); AID 485;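 active = inhibition above the plate cutoff, the mean inhibition of test wells on that plate plus 3 SD, cut at about 28% in these data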;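 also: cells challenged with S1P at its EC80 of 0.8 µM; blue over green emission ratio from cleaved BLA substrate after 4 h stimulation; 0% = S1P-stimulated wells and 100% = unstimulated DMSO-only wells; some compounds past the cut are filed as inactive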
Target sequence (Q99500 whole entry, looked up): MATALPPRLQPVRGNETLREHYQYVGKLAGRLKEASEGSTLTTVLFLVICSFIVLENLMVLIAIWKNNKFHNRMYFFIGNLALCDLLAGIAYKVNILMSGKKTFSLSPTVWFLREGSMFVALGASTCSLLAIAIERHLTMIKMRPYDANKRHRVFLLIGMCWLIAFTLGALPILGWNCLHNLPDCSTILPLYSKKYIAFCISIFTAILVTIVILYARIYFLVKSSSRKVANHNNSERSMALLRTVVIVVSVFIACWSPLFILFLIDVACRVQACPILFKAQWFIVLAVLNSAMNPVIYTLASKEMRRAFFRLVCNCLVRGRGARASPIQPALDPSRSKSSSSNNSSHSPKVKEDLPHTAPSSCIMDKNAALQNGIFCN
Lmaj promast = Leishmania major promastigote growth inhibition; Leishmania major promastigotes, resazurin fluorescence viability; inhibition, % at 10 µM; actives 9% (n = 200,000);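 also: promastigotes grown with compound for 44 hours at 28 °C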
Diaphorase act = activates diaphorase or chemically reduces, flagging diaphorase assay artifacts; actives 0.005% (n = 190,000); activation factor at 20 µM; Diaphorase/resazurin coupled assay, resorufin fluorescence, 16 min; stronger effect = higher value; 1 = vehicle wells, 0 = NADH-free wells;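 active = diaphorase activity raised at least twofold by the compound at 20 µM; inactive = activation factor below 2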
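Material: purified diaphorase enzyme from Clostridium kluyveri / Medium: HEPES pH 7.4 buffer with MgCl2 and Tween 20 / Schedule: enzyme reaction of 16 min at room temperature / Measured by: resorufin fluorescence, excitation 544 nm, emission 590 nm / Evaluation: rise in resorufin formation, marking diaphorase activation or chemical reduction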
* hit, by the source's call. Rule as the data show it, unless noted: active = inhibition above about 50%; inactive = the rest.

`Cc1cc(C)n(-c2ccc(F)cc2)c(=O)c1C(=O)O` gave G6PDH CS 0, RAM network inh 2.4, TLR4 MyD88 comp 4, Diaphorase inh -6, Hsp70 activator -0.3, PMI activator 1, DTT redox prof -0.1, PMI act satM6P 1.1, S1P3 antagonist -40, Lmaj promast -6 and Diaphorase act 1.1.
`c1ccc2c(Nc3nnc(-c4ccncc4)s3)cccc2c1` gave G6PDH CS 3, RAM network inh -0.5, TLR4 MyD88 comp 6, Diaphorase inh 22, Hsp70 activator 0.3, PMI activator 1, DTT redox prof -4.1, PMI act satM6P 0.8, Lmaj promast 32 and Diaphorase act 0.8.
For CCOc1cc(/C=N\NC(=O)Cc2ccccc2)ccc1OCC(=O)Nc1ccc(C)c(C)c1 the results were G6PDH CS 8, RAM network inh 5.1, TLR4 MyD88 comp 10, Diaphorase inh -2, Hsp70 activator -0.1, PMI activator 1, DTT redox prof -1.3, PMI act satM6P 1, Lmaj promast -1 and Diaphorase act 1.
Cn1c(=O)[nH]c(=O)c2c1nc(Br)n2CCCSc1nc2ccccc2o1 was read as G6PDH CS -41, RAM network inh 3.6, TLR4 MyD88 comp -12, Diaphorase inh 20, Hsp70 activator -0.3, PMI activator 1, DTT redox prof 2.0, PMI act satM6P 1.1, S1P3 antagonist -20, Lmaj promast 7 and Diaphorase act 0.8.
`CCCCOc1ccc(/C=C/C(=O)OCC(=O)c2c(N)n(C)c(=O)n(C)c2=O)cc1OCC` gave G6PDH CS 1, RAM network inh 2.9, TLR4 MyD88 comp -7, Diaphorase inh -2, Hsp70 activator 0.0, PMI activator 1, DTT redox prof 0.1, PMI act satM6P 1, S1P3 antagonist 0, Lmaj promast 10 and Diaphorase act 1.
Screening O=c1ncn(-c2ccc(F)cc2)c2ncccc12 returned G6PDH CS -4, RAM network inh 3.5, TLR4 MyD88 comp 4, Diaphorase inh 15, Hsp70 activator -0.3, PMI activator 1, DTT redox prof 2.2, PMI act satM6P 1, Lmaj promast -3 and Diaphorase act 0.9.
For Cc1ccc([N+](=O)[O-])cc1-c1ccc(/C=N/NC(=O)c2cc3c(ccc4ccccc43)o2)o1 the results were G6PDH CS 1, RAM network inh 2.8, TLR4 MyD88 comp 1, Diaphorase inh 17, Hsp70 activator -0.4, PMI activator 0.9, DTT redox prof -3.2, PMI act satM6P 0.9, Lmaj promast 100* and Diaphorase act 0.8.
Screening CNC(=O)CCc1nc(-c2ccc(C(C)(C)C)cc2)no1 returned G6PDH CS 5, RAM network inh -0.9, TLR4 MyD88 comp 1, Diaphorase inh 8, Hsp70 activator -0.1, PMI activator 1.2, DTT redox prof 1.8, PMI act satM6P 1, S1P3 antagonist -6, Lmaj promast -2 and Diaphorase act 0.9.
For Cc1noc(C)c1COc1cccc(C(=O)OC(C)C(=O)Nc2ccc3c(c2)OCO3)c1 (stereo unspecified) the results were G6PDH CS 1, RAM network inh -0.1, TLR4 MyD88 comp 12, Diaphorase inh 18, Hsp70 activator -0.3, PMI activator 0.9, DTT redox prof -1.7, PMI act satM6P 0.9, Lmaj promast 59* and Diaphorase act 0.8.
Screening CCCN1C(=O)c2ccc(C(=O)NC3CCCCC3)cc2C1=O returned G6PDH CS -21, RAM network inh 3.8, TLR4 MyD88 comp 8, Diaphorase inh 3, Hsp70 activator -0.2, PMI activator 0.9, DTT redox prof 1.7, PMI act satM6P 0.9, S1P3 antagonist -18, Lmaj promast -4 and Diaphorase act 1.
CC(C)(C)c1ccc(C2(C)NC(=O)N(CC(=O)c3ccc[nH]3)C2=O)cc1 (stereo unspecified) was read as G6PDH CS 5, RAM network inh 2.8, TLR4 MyD88 comp 4, Diaphorase inh 12, Hsp70 activator 0.0, PMI activator 1, DTT redox prof 0.0, PMI act satM6P 0.9, Lmaj promast 1 and Diaphorase act 0.9.
For O=C(COC(=O)c1ccc([N+](=O)[O-])s1)NCc1ccc(F)cc1 the results were G6PDH CS 7, RAM network inh 0.1, TLR4 MyD88 comp -15, Diaphorase inh 9, Hsp70 activator -0.3, PMI activator 1, DTT redox prof 0.0, PMI act satM6P 1, S1P3 antagonist 0, Lmaj promast 12 and Diaphorase act 0.9.
`O=C(NNC(=S)NCc1ccccc1)c1cccc([N+](=O)[O-])c1` gave G6PDH CS 2, RAM network inh 0.6, TLR4 MyD88 comp 5, Diaphorase inh 0, Hsp70 activator 0.0, PMI activator 1.2, DTT redox prof 0.6, PMI act satM6P 1.1, S1P3 antagonist 5, Lmaj promast -8 and Diaphorase act 1.
Screening Clc1ccc(-c2nn3cnnc3s2)c(Cl)c1 returned G6PDH CS -3, RAM network inh 2.5, TLR4 MyD88 comp 7, Diaphorase inh 24, Hsp70 activator -0.1, PMI activator 0.9, DTT redox prof -1.4, PMI act satM6P 0.9, S1P3 antagonist 1, Lmaj promast -10 and Diaphorase act 0.8.
Screening O=C(Nc1nc2ccccc2s1)C1CC(=O)N(c2ccc(Br)cc2)C1 (stereo unspecified) returned G6PDH CS 0, RAM network inh 1.5, TLR4 MyD88 comp -7, Diaphorase inh 11, Hsp70 activator 0.2, PMI activator 0.9, DTT redox prof 0.2, PMI act satM6P 1, Lmaj promast -2 and Diaphorase act 0.9.

Pulled one by one from above, 2 records:
Screening O=c1ncn(-c2ccc(F)cc2)c2ncccc12 returned G6PDH CS -4, RAM network inh 3.5, TLR4 MyD88 comp 4, Diaphorase inh 15, Hsp70 activator -0.3, PMI activator 1, DTT redox prof 2.2, PMI act satM6P 1, Lmaj promast -3 and Diaphorase act 0.9.
CC(C)(C)c1ccc(C2(C)NC(=O)N(CC(=O)c3ccc[nH]3)C2=O)cc1 (stereo unspecified) was read as G6PDH CS 5, RAM network inh 2.8, TLR4 MyD88 comp 4, Diaphorase inh 12, Hsp70 activator 0.0, PMI activator 1, DTT redox prof 0.0, PMI act satM6P 0.9, Lmaj promast 1 and Diaphorase act 0.9.

Next section:
Cc1cc(C=NCCCO)c(C)n1-c1cc(Cl)ccc1Cl was read as G6PDH CS 3, RAM network inh 1.0, TLR4 MyD88 comp 9, Diaphorase inh 13, Hsp70 activator -0.5, PMI activator 0.9, DTT redox prof -0.7, PMI act satM6P 0.9, S1P3 antagonist 2, Lmaj promast 5 and Diaphorase act 0.9.
Screening COc1ccc(OC)c(NC(=O)C2CCCNC2=O)c1 (stereo unspecified) returned G6PDH CS 5, RAM network inh 1.5, TLR4 MyD88 comp 4, Diaphorase inh 3, Hsp70 activator -0.3, PMI activator 1, DTT redox prof 1.3, PMI act satM6P 1, S1P3 antagonist -3, Lmaj promast -4 and Diaphorase act 1.
Screening Cc1cc(-c2ccccc2)nc(SCc2ccc(C(=O)O)o2)n1 returned G6PDH CS -20, RAM network inh 5.3, TLR4 MyD88 comp 4, Diaphorase inh 14, Hsp70 activator 0.2, PMI activator 1.1, DTT redox prof 1.6, PMI act satM6P 1.1, S1P3 antagonist -10, Lmaj promast -36 and Diaphorase act 0.9.
Screening CCN(CC)CCCN(Cc1cc2cc3c(cc2[nH]c1=O)OCO3)C(=S)NCc1ccco1 returned G6PDH CS 18, RAM network inh 3.0, TLR4 MyD88 comp -1, Diaphorase inh 0, Hsp70 activator -0.4, PMI activator 0.8, DTT redox prof -0.5, PMI act satM6P 0.9, S1P3 antagonist -5, Lmaj promast 15 and Diaphorase act 1.
`Cc1cc(Cl)ccc1NC(=S)N1CCOCC1` gave G6PDH CS 8, RAM network inh 0.4, TLR4 MyD88 comp 2, Diaphorase inh -1, Hsp70 activator -0.4, PMI activator 1.1, DTT redox prof -0.2, PMI act satM6P 1, S1P3 antagonist 11, Lmaj promast -6 and Diaphorase act 1.
`CC(=O)C(Sc1ccc2nnc(-c3ccc(F)cc3)n2n1)C(C)=O` gave G6PDH CS 8, RAM network inh 5.8, TLR4 MyD88 comp -2, Diaphorase inh 6, Hsp70 activator -0.1, PMI activator 1, DTT redox prof -0.3, PMI act satM6P 0.6, S1P3 antagonist -3, Lmaj promast 0 and Diaphorase act 0.9.
For CN1CCN(c2nc(-c3ccccc3)nc(-c3ccc(F)cc3)c2C#N)CC1 the results were G6PDH CS 1, RAM network inh -0.1, TLR4 MyD88 comp 6, Diaphorase inh 8, Hsp70 activator -0.3, PMI activator 0.9, DTT redox prof -0.1, PMI act satM6P 0.9, S1P3 antagonist -10, Lmaj promast 23 and Diaphorase act 0.9.
`C=C(C)C1CC=C(C)/C(=N/NC(=O)COc2ccccc2Cl)C1` (stereo unspecified) gave G6PDH CS 3, RAM network inh -1.1, TLR4 MyD88 comp -12, Diaphorase inh 29, Hsp70 activator -0.3, PMI activator 0.9, DTT redox prof 0.0, PMI act satM6P 0.9, S1P3 antagonist -11, Lmaj promast 50 and Diaphorase act 0.7.
For c1cc(-c2ccncc2)ccn1 the results were G6PDH CS 0, RAM network inh 0.8, TLR4 MyD88 comp 4, Diaphorase inh 9, Hsp70 activator 0.0, PMI activator 1.1, DTT redox prof -0.2, PMI act satM6P 1, S1P3 antagonist -1, Lmaj promast -12 and Diaphorase act 0.9.
CCOC(=O)/C=C1\CC(=O)Nc2cc(C)c(C)cc2N1 was read as G6PDH CS 3, RAM network inh 2.5, TLR4 MyD88 comp -11, Diaphorase inh 0, Hsp70 activator -0.2, PMI activator 0.9, DTT redox prof 0.5, PMI act satM6P 1, S1P3 antagonist 18, Lmaj promast -3 and Diaphorase act 1.
For CN(CC(=O)NC1CCN(Cc2ccccc2)CC1)S(=O)(=O)c1ccc2c(c1)c(=O)n(C)c(=O)n2C the results were G6PDH CS -1, RAM network inh -0.8, TLR4 MyD88 comp 7, Diaphorase inh 17, Hsp70 activator -0.2, PMI activator 1, DTT redox prof -0.6, PMI act satM6P 1, S1P3 antagonist -14, Lmaj promast 10 and Diaphorase act 0.8.
For O=Cc1cnc(N2CCN(Cc3ccccc3)CC2)s1 the results were G6PDH CS 12, RAM network inh 1.9, TLR4 MyD88 comp 11, Diaphorase inh -26, Hsp70 activator -0.2, PMI activator 1.2, DTT redox prof -0.7, PMI act satM6P 1.1, S1P3 antagonist -10, Lmaj promast -6 and Diaphorase act 1.3.

Bioassay records from PubChem BioAssay.
